# PfHsp90 yeast 2: growth inhibition of PfHsp90-expressing yeast, primary screen, antimalarial PfHsp90 inhibitor project, S. cerevisiae, BacTiter-Glo luminescence, single point, set 2; BacTiter-Glo ATP, 48 h; yeast lacking PDR1 and PDR3 efflux regulators; AID 504621, 2011; inhibition, % at 9.4 µM; hit rate 0.32% among 310,000;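 active = every replicate shows inhibition above about 80%, whatever the replicate mean, limit read from the data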;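 also: 0% = DMSO neutral controls and 100% = 20 µM radicicol positive controls; yeast relying on Plasmodium falciparum Hsp90 in place of its own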
# Mot1-301 SUMO: yeast Mot1-301 growth rescue at high temperature, primary screen, SUMOylation pathway inhibitor project, S. cerevisiae, ATP luminescence, 38.5C | growth rescue, % at 18.8 µM | hit rate 1% among 320,000 | AID 2716, 2010 | S. cerevisiae Mot1-301 growth rescue; percent above DMSO median, 100 means doubled;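 active = every valid replicate shows activation above 250% relative to neutral control wells; inactive = the rest, any valid replicate at or below 250%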;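 also: OY570 slx delta 5 strain wells were the positive control but not used for scaling; some compounds called inactive have numbers as strong as hits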
# Tat transport: E. coli Tat export inhibitors, primary screen, MC4100, TorA-mCherry reporter, fluorescence, single point; inhibition, % at 10 µM; hit rate 0.036% among 340,000; AID 488895, 2010;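 active = mean replicate inhibition at least 50% and at least half of replicates individually reaching 50%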;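 also: exported cargo escapes ClpAP degradation while cytoplasmic cargo is degraded and loses fluorescence; 0% = median of neutral control wells and 100% = median of NaSCN control wells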
# phage Ecoli inh: growth loss of phage-infected E. coli, primary screen, RecBCD inhibitor project, absorbance, with phage, HTS; AID 651602, 2012; hit rate 0.26% among 360,000; inhibition, % at 11.9 µM; in the data active = inhibition above about 11%
# OPRM1-OPRD1 inv: inverse agonists of MOR-DOR heterodimerization, primary screen, cell-based, luminescence | inhibition, % at 9.3 µM | Mu-type opioid receptor (Homo sapiens) + Delta-type opioid receptor (Homo sapiens), … | cell-based MOR-DOR heterodimer luminescence, inverse agonism | hit rate 0.21% among 340,000; in the data active = inhibition above about 22%, passing the limit was not always enough;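 also: 0% = cells with DMSO and 100% = wells without cells with DMSO; values of inactives mirror those of a sister screen read the other way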
# Target sequence (P35372 whole entry, looked up): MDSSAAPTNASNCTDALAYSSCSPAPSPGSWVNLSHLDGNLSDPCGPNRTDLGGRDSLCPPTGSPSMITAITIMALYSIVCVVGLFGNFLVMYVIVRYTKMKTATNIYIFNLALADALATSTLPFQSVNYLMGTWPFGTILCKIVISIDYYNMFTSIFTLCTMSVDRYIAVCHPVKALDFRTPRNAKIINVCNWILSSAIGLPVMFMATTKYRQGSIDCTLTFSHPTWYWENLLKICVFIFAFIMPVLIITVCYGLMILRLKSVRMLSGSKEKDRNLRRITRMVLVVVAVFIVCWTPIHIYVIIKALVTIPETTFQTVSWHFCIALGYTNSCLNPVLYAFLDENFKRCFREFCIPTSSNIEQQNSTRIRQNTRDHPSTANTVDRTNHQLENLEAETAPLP
# Target sequence (P41143 whole entry, looked up): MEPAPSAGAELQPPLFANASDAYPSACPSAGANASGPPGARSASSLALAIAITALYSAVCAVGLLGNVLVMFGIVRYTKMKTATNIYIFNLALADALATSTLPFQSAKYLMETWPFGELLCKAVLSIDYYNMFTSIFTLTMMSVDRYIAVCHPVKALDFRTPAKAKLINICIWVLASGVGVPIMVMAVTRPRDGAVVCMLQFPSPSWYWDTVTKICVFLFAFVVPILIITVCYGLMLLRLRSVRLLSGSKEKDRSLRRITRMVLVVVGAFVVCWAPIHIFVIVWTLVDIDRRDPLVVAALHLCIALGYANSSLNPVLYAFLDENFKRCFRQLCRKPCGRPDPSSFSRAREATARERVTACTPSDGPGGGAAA
# DSG3 Ab inh: inhibitors of pemphigus antibody binding to DSG3, primary screen, biochemical, bead-based, flow cytometry, scFv-GFP; Desmoglein-3 (Homo sapiens), P32926; DSG3-coupled beads, scFv-anti-DSG3-GFP binding; stronger effect = lower value; binding (percent of control), % at 10 µM; hit rate 0.48% among 310,000;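 active = binding more than 3 SD below its plate's average and above zero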; also: some compounds called inactive have numbers as strong as hits
# PKA-R1A act: activators of PKA-R1A holoenzyme, primary screen, biochemical, fluorescence polarization, Cy5-IP20, bovine R1A, mouse PKAc. cAMP-dependent protein kinase type I-alpha regulatory subunit (Bos taurus) + …. PKA-R1A dissociation; scaled: DMSO 0%, 113 µM cGMP 100%. activation, % at 11.4 µM. hit rate 0.083% among 340,000. AID 504707, 2011;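 active = percent activation above the mean of all tested compounds plus 3 SD, cut at about 19% in these data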;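 also: higher means more PKAc released from R1A so a rise in polarization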
# Arr AP2 block: inhibitors of beta-arrestin/AP2 binding, primary screen, biochemical, GPCR trafficking, flow cytometry; hit rate 0.31% among 340,000; AID 504490, 2011; inhibition, % at 10 µM; FITC-arrestin peptide / GST-AP2 beads; AP2 beta2 appendage carries R879A mutation;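 active = inhibition above a set limit, near 3 SD of compounds lacking own fluorescence, cut at about 54% in these data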;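 also: plate controls were DMSO wells for no effect and 5 µM unlabelled arrestin peptide for full effect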
#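 System: GST-AP2 R879A glutathione beads; medium: PBS, Tween 20 0.05%, BSA 0.1%; reagent: fluorescein-tagged arrestin peptide at 50 nM final; schedule: pre-incubation 12 min, peptide binding 1 h, room temperature; detection: flow cytometry, FL1 (488/535 nm); read-out: inhibition as reduced fluorescein signal on beads, percent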
# MOR-DOR ag: agonists of OPRM1-OPRD1 heterodimerization, primary screen, cell-based, luminescence; AID 504326, 2011; cells; hit rate 0.3% among 340,000; activation, % at 9.3 µM; in the data active = activation above about 18%;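 also: 0% = vehicle-treated cells and 100% = reference agonist; values of inactives mirror those of a sister screen read the other way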
# AddAB inh: growth inhibition of E. coli expressing H. pylori AddAB, primary screen, AddAB inhibitor project, absorbance. inhibition, % at 11.9 µM. hit rate 0.29% among 330,000. AID 435030, 2010; in the data active = inhibition above about 12%;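 also: 0% = vehicle wells of infected cells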
# E coli growth: E. coli V3065 growth inhibition, primary screen, counter-screen for AddAB inhibitor project, absorbance, OD600 | inhibition, % at 11.9 µM | 18 h | hit rate 0.27% among 330,000;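 active = inhibition above the campaign's mean inhibition across all tested compounds plus 3 SD, cut at about 9.9% in these data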;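 also: uninfected addAB+ strain grown without phage in ampicillin broth; 0% = DMSO wells and 100% = ciprofloxacin 0.95 µg/ml wells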
# An asterisk follows results filed as active; · = not tested or not shown; + = active, no number. Random draw from the library; 2.8% or so of the library scored in one or more.
Compound	PfHsp90 yeast 2	Mot1-301 SUMO	Tat transport	phage Ecoli inh	OPRM1-OPRD1 inv	DSG3 Ab inh	PKA-R1A act	Arr AP2 block	MOR-DOR ag	AddAB inh	E coli growth
O=C(Nc1ccncc1)c1cncc(Br)c1	20	-6	-2	-2.8	-4	106	0	-1	0.7	-2.0	-2.4
Fc1ccc(CSc2nc3ncc(Br)cc3[nH]2)cc1	-11	-12	-5	4.8	-37	106	-1	3	7.4	4.6	1.2
COc1ccc(Cc2c(O)nc(SCC(=O)NC(C)(C)C)[nH]c2=O)cc1	15	-3	-7	4.1	4	·	3	1	-0.8	4.5	-0.2
COC(=O)c1cc(Br)c(=O)n(-c2ccccc2F)c1	6	9	2	0.2	4	103	7	-3	-0.7	-1.0	-2.3
Brc1ccc(Nc2c3c(nc4ncnn24)CCC3)cc1	·	7	-9	4.3	-11	107	-4	-2	2.0	1.7	-1.2
CC1CCN(C(=O)CSc2nc3c(c(=O)n(C)c(=O)n3C)n2C)CC1	-19	13	5	1.0	-18	101	4	17	2.2	-0.1	2.0
Cc1ccc(NC(=O)COC(=O)Cc2c(F)cccc2Cl)cc1S(=O)(=O)N1CCOCC1	-18	-3	-6	-0.5	8	99	6	42	-1.2	1.9	2.2
CC(C)Oc1ccc(C(=O)CCN2CCOCC2)cc1	8	61	-7	0.6	8	117	-11	-12	-1.6	-1.8	-1.1
CCCCN(C(=O)c1cc(S(=O)(=O)N2CCCCCC2)ccc1OC)c1ccccc1	·	-16	13	-1.5	-4	96	-8	-12	0.7	0.5	1.7
O=C(C1CCCC1)N1CCN(S(=O)(=O)c2cccc(Cl)c2Cl)CC1	-13	-4	4	2.0	-4	95	2	26	0.8	1.9	0.5
CCCCNc1ncnc2c1cnn2-c1ccc(C)cc1C	6	31	9	1.8	-9	106	-1	-63	1.6	1.9	1.2
CC1(C)CCC(=O)N(c2ccc(OC(F)(F)F)cc2)C1=O	11	35	-7	-0.4	12	92	-7	10	-2.8	-0.2	-0.9

# Later entries.
Compound	PfHsp90 yeast 2	Mot1-301 SUMO	Tat transport	phage Ecoli inh	OPRM1-OPRD1 inv	DSG3 Ab inh	PKA-R1A act	Arr AP2 block	MOR-DOR ag	AddAB inh	E coli growth
Cc1ccc(C(=O)Oc2ccc(Cl)c3cccnc23)cc1[N+](=O)[O-]	-19	-30	-3	-0.1	-8	·	-7	12	1.6	3.9	1.5
COc1ccc(NC(=O)COC(=O)Cn2cnc3ccccc3c2=O)cc1OC	-3	-4	0	0.7	8	92	5	-9	-1.5	1.8	-0.2
C[C@H](CO)N1C[C@H](C)[C@@H](CN(C)C(=O)Nc2ccc3c(c2)OCO3)Oc2c(NS(=O)(=O)c3ccccc3)cccc2C1=O	22	13	0	3.1	1	97	5	33	-0.2	0.8	-0.8
CC1CCN(c2ccc3c(c2)S(=O)(=O)c2cccc(C(=O)NC[C@@H]4CCCO4)c2C3=O)CC1	6	-4	13	-0.6	14	116	-7	8	-2.4	-0.6	-1.6
CCOC(=O)C1=C(O)/C(=C/c2cc(C)n(-c3ccccc3)c2C)N=C1C	12	-5	-5	0.4	-12	111	4	22	2.3	-1.8	0.3
COC(=O)Cc1nc2ccccc2[nH]1	-7	-28	-4	0.1	-12	109	5	2	2.1	-0.9	-0.8
CCN(CC(=O)Nc1c(F)cccc1F)C(=O)C1Cc2ccccc2CN1S(=O)(=O)CC (stereo unspecified)	3	-2	5	0.7	18	95	-6	-3	-3.5	2.1	0.1
Cc1ccc(C)c(N2CCN(C(=O)CCCOc3cc(=O)n(C)c4ccccc34)CC2)c1	-21	-9	16	1.2	4	·	-1	-8	-0.8	-3.1	-3.4
COc1ccc(NC(=O)COc2ccc(C(=O)OCC(=O)N(C)C3CCS(=O)(=O)C3)cc2OC)cc1 (stereo unspecified)	·	60	-6	-2.4	7	119	7	46	-1.5	1.4	-0.1
CC(C)c1ccc(NC(=O)C2C3C=CC4(CN(CCCN5CCOCC5)C(=O)C24)O3)cc1 (stereo unspecified)	-2	·	-2	-0.2	9	96	6	0	-1.5	1.1	-0.6
NC(=NCc1ccccc1)C(N=Nc1ccccc1)C(=O)NCc1ccccc1 (stereo unspecified)	-9	·	4	1.4	7	89	-4	0	-1.4	·	·
Cc1ccc(NC(=O)CCn2c(=S)oc3ccccc32)cc1F	-1	2	8	-1.7	-36	89	-9	-9	7.7	2.4	1.2

# (more compounds)
Compound	PfHsp90 yeast 2	Mot1-301 SUMO	Tat transport	phage Ecoli inh	OPRM1-OPRD1 inv	DSG3 Ab inh	PKA-R1A act	Arr AP2 block	MOR-DOR ag	AddAB inh	E coli growth
COc1ccc(/C=N/NC(=O)c2cccc([N+](=O)[O-])c2)c2ccccc12	-5	-3	-6	1.3	10	96	-2	-29	-2.3	0.6	0.7
Cc1ccc(C)c(NC(=O)CCOc2ccccc2)c1	1	71	-2	1.6	13	95	11	-23	-2.9	·	·
COc1ccccc1Oc1ccc2c(c1)C(=O)N(c1ccc(C)cc1)C2=O	17	-20	-2	1.2	11	94	1	13	-2.4	2.4	-2.0
O=C(O)CC1NC(=O)N(c2ccc(Cl)cc2)C1=O (stereo unspecified)	-3	-7	22	2.0	2	104	0	3	-0.5	-5.7	-1.5
CN(CCOc1ccccc1)C(=O)c1cc([N+](=O)[O-])ccc1N1CCOCC1	-33	-7	0	4.3	9	102	-4	-4	-1.4	4.5	1.3
Cc1nc2ccccn2c1C(=O)CSc1ccccc1Cl	-4	-12	-6	2.9	7	111	-7	2	-1.6	3.9	2.5
O=C(Nc1ccc(O)c(-c2nc3ccccc3o2)c1)C1(c2ccc([N+](=O)[O-])cc2)CCCC1	-19	-11	0	0.5	9	101	1	-5	-1.9	2.4	0.3
CC1CN(C(=O)COC(=O)CSc2ccc(C(N)=O)cc2[N+](=O)[O-])CC(C)O1 (stereo unspecified)	-2	-5	8	3.4	1	100	-11	2	-0.1	1.9	2.1
CCCC(=O)Oc1ccc(-c2nccc(C(OC)OC)n2)cc1	-14	-17	0	4.3	-8	111	-3	8	1.6	-0.7	3.8
O=C(NN1C(=O)/C(=C\c2ccc(O)c([N+](=O)[O-])c2)SC1=S)c1ccccc1Cl	104*	-17	-4	0.9	31	91	-6	29	-6.0	1.6	-0.1
O=C(O)C1CCCCC1C(=O)NCCc1ccc(Cl)cc1 (stereo unspecified)	-1	3	7	3.8	-1	118	1	-1	0.3	2.4	0.0
C/C(=N/NC(=O)c1ccc2c(c1)OCO2)c1ccc(NC(=O)C(F)(F)F)cc1	-17	-15	-7	0.1	6	97	-5	8	-1.2	3.4	2.3

# (more compounds)
Compound	PfHsp90 yeast 2	Mot1-301 SUMO	Tat transport	phage Ecoli inh	OPRM1-OPRD1 inv	DSG3 Ab inh	PKA-R1A act	Arr AP2 block	MOR-DOR ag	AddAB inh	E coli growth
CCN(c1ccc(OC)cc1)S(=O)(=O)c1nnc(NC(=O)CC(C)C)s1	14	-7	-11	-1.5	-7	104	0	10	1.5	-4.2	-1.7
CC/C(=N\NC(=O)c1ccncc1)C12CC3CC(CC(C3)C1)C2	22	·	-1	0.0	10	107	9	2	-1.8	-1.4	-1.7
COc1ccccc1C(=O)NCC(=O)NCCSc1ccc(Br)cc1	-32	0	0	1.1	12	92	-15	-4	-2.8	2.2	1.6
O=c1ccc2cc(S(=O)(=O)N3CCN(c4ccccc4F)CC3)ccc2[nH]1	5	0	-4	1.5	3	105	-7	4	-0.6	-2.6	1.4
CN(CC(=O)O/N=C(\N)c1ccc(Br)cc1)S(=O)(=O)c1ccccc1	11	-10	-1	1.8	-18	110	-20	42	4.3	4.0	1.1
O=C(COC(=O)CNC(=O)c1ccccc1F)NCCC1=CCCCC1	-17	240	-4	1.5	9	105	0	4	-1.8	2.7	-0.4
Cc1nc2oc3c(=O)[nH]cnc3c2c2c1COC(C)(C)C2	11	1	0	0.1	9	84	7	6	-1.9	31*	-0.5
CCOC(=O)c1sc(NC(=O)CN(CC(C)C)CC(C)C)c(C(=O)OCC)c1C	-11	-13	2	0.0	-2	99	-2	-8	0.4	-2.3	0.2
O=C(NCc1ccccn1)C1CCCN(Cc2cnn(-c3ccccc3)c2-n2cccc2)C1 (stereo unspecified)	7	·	-5	·	-3	103	-13	-6	0.5	0.5	-1.4
O=C(NCC1CCCO1)c1ccc(F)c2ccccc12 (stereo unspecified)	21	-16	-7	1.7	7	100	0	4	-1.4	3.2	0.4
O=c1c2c(nc(NCCO)n1CC1CCCCC1)-c1ccccc1CC21CCCC1	4	-15	11	1.9	-13	98	0	-5	2.2	-0.8	0.4
O=C(NC(=S)Nc1nc(-c2ccc([N+](=O)[O-])cc2)cs1)c1ccco1	-4	-7	-5	2.0	-4	103	-12	-4	0.7	-0.8	-0.2

# Further entries follow.
Compound	PfHsp90 yeast 2	Mot1-301 SUMO	Tat transport	phage Ecoli inh	OPRM1-OPRD1 inv	DSG3 Ab inh	PKA-R1A act	Arr AP2 block	MOR-DOR ag	AddAB inh	E coli growth
NC(=O)C1CCN(c2nc(-c3ccccc3)nc3ccccc23)CC1	-5	8	-3	2.7	5	108	-3	26	-1.0	-0.7	0.9
COC(=O)c1ccccc1NC(=O)c1cccnc1	-6	-21	-11	1.4	11	99	-9	4	-2.2	4.0	0.9
COc1cc(C(=O)NCc2nnc(SCC(=O)Nc3nccs3)o2)cc(OC)c1OC	-12	-4	-4	0.8	3	·	1	42	-0.7	7.7	0.2
COc1ccnc(Oc2ccc(Cl)cc2)c1C#N	-13	13	-9	1.9	3	102	-5	-6	-0.5	4.2	1.0
Cc1ccc(S(=O)(=O)Oc2ccc(/C=C3\N=C(c4cccc(C)c4)OC3=O)cc2)cc1	24	+	-3	2.5	21	107	-4	-2	-4.1	1.3	-1.4
CCCCNC(=O)COC(=O)c1cc2c(C)nn(-c3ccccc3)c2s1	-15	5	0	3.0	-22	69	0	-7	3.9	1.4	1.3
O=Cc1ccc(N2CCCC2)o1	-1	·	-2	3.4	8	139	2	4	-1.7	0.1	0.4
c1ccc(-c2ccc3c(c2)NC(C2Nc4cc(-c5ccccc5)ccc4O2)O3)cc1 (stereo unspecified)	11	-4	0	0.4	4	90	-6	27	-0.7	0.5	0.3
COc1ccc2[nH]c3c(c2c1)CCN1C(=O)C(CC(=O)NCc2cccc(C(F)(F)F)c2)C[C@H](C(=O)N2CCOCC2)[C@@]31C (stereo partly specified)	21	·	-2	1.4	10	105	-10	8	-2.0	-0.1	0.7
